KB-3-1 cytotox = qHTS assay for MDR1-selective chemotherapeutics: Primary screen using the parental adenocarcinoma cell KB-3-1. KB-3-1 viability, CellTiter-Glo ATP luminescence, 72 h. Potency, µM (top dose mostly 46.1 µM), for inactives: at the highest dose activity change, negative = cytotoxic, actives largely listed as cytotoxic. 400,000 compounds, 1.4% hits. AID 1347075, 2019; also: potency is read from the fitted curve at half-maximal effect; % is scaled to controls: 0 for no effect and ±100 for the full control effect; nearly all actives have a fitted effect of over 60% in size
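Parental KB-3-1 adenocarcinoma cells in phenol-red-free DMEM with 10% FBS were pin-treated with compounds at several concentrations, incubated 72 h at 37 °C, and viability read by CellTiter-Glo luminescence; concentration-effect curves were fitted after normalization.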
KB-V1 MDR tox = qHTS assay for MDR1-selective chemotherapeutics: Primary screen using the drug-selected MDR subline cells KB-V1; Potency, µM (top dose mostly 46.1 µM), for the others: top-dose activity change, negative = cytotoxicity, hits mostly cytotoxic; KB-V1 MDR cells viability, CellTiter-Glo, 72 h; AID 1347076, 2019; 400,000 compounds, 3.4% hits; also: potency is read from the fitted curve at half-maximal effect; % is scaled to controls: 0 for no effect and ±100 for the full control effect; nearly all actives have a fitted effect of over 60% in size
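Potencies derive from concentration-effect curves fitted to normalized luminescence (CellTiter-Glo) of KB-V1 cells treated for 72 h at 37 degrees C in phenol-red-free DMEM containing 10% FBS.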
MCF10A rereplic = A quantitative high throughput screen for small molecules that induce DNA re-replication in MCF 10a normal breast cells. MCF 10A DNA re-replication, Hoechst nuclear intensity, 48 h. Potency, µM (doses to about 46.1 µM), for inactives: top-dose activity, positive = re-replication, most hits filed as activators. 350,000 compounds, 2.9% hits; also: potency is read from the fitted curve at half-maximal effect; % of control where 0% means no effect; nearly all actives have a fitted effect of over 50% in size
HT1080 IDH1KD tx = qHTS for induction of synthetic lethality in tumor cells producing 2HG: qHTS for the HT-1080-IDH1KD cell line. AID 686971, 2013. HT-1080 IDH1 knockdown viability, ATP luminescence, 48 h. Potency, µM (highest dose often 46.1 µM), for inactives: top-dose activity, negative = toxicity, most hits filed as cytotoxic. 360,000 compounds, 2% hits;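 also: potency is read from the fitted curve at half-maximal effect; 0% = DMSO wells and -100% = cell-free medium wells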
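After a 2 h attachment period, IDH1KD HT-1080 cells took pin-transferred compound for 48 h at 37 °C; ATP-based luminescence after 10 min room-temperature reagent incubation reported viability.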
HT1080-NT tox = qHTS for induction of synthetic lethality in tumor cells producing 2HG: qHTS for the HT-1080-NT fibrosarcoma cell line | AID 686970, 2013 | 360,000 compounds, 1.6% hits | HT-1080-NT fibrosarcoma viability, CellTiter-Glo ATP luminescence, 48 h | Potency, µM (titrated, usually from 46.1 µM), inactives show top-dose activity, negative = less viability, hits mostly cytotoxic;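 also: NT is the 2HG producing partner of a matched IDH1 knockdown line; potency is read from the fitted curve at half-maximal effect; 0% = DMSO-treated cells and -100% = media-only wells without cells; nearly all actives have a fitted effect of over 55% in size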
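Fibrosarcoma NT cells, 750 per well in 5% FBS RPMI, were exposed to compound for 48 hours. Viability: CellTiter-Glo luminescence.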
DRD3 agonist = qHTS of D3 Dopamine Receptor Agonist: qHTS | D3R DiscoveRx beta-arrestin cells, luminescence, 90 min | max activation, % | 410,000 compounds, 0.58% hits | AID 652048, 2013; in the data active = max activation above about 30%; also: 0% is about no effect; mostly tested at two doses, the higher about 12 µM
Target sequence (P35462 whole entry, looked up): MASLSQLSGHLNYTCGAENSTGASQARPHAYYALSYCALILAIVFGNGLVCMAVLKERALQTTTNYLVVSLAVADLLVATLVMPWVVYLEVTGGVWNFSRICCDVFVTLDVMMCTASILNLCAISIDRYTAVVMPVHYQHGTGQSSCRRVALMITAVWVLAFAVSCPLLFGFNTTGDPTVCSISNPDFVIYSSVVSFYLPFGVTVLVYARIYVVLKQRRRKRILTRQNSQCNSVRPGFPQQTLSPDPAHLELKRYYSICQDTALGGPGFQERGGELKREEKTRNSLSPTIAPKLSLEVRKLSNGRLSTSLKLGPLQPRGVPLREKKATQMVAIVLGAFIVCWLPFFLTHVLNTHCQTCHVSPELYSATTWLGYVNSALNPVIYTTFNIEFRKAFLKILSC
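Agonist mode: compounds and dopamine controls were applied to plated cells for 90 min at 37 degrees C after an overnight attachment at 1500 cells/well. Luminescent read-out followed 30 - 60 minutes at room temperature with DiscoveRx detection reagent.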
SW480 rerep = A quantitative high throughput screen for small molecules that induce DNA re-replication in SW480 colon adenocarcinoma cells; SW480 DNA re-replication, Hoechst DNA content imaging, 48 h; 340,000 compounds, 1.8% hits; Potency, µM (doses to about 46.1 µM), for the others: at the top dose re-replication activation, actives largely listed as activators; also: potency is read from the fitted curve at half-maximal effect; % of control where 0% means no effect; nearly all actives have a fitted effect of over 55% in size
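Image-based DNA-content assay: after two days of treatment, nuclei were labelled with the DNA dye Hoechst and imaged, and hits were compounds raising the count of nuclei showing high fluorescence intensity.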
IL-1B inflam inh = qHTS for Inhibitors of Inflammasome Signaling: IL-1-beta AlphaLISA Primary Screen. 360,000 compounds, 4.7% hits. THP-1 LPS/ATP IL-1B secretion, AlphaLISA, 16 h; stronger effect = lower value. activity change, % at 57.5 µM; in the data active = activity change below about -50%; inconclusive = mostly about -30% to -49%; also: % is scaled to controls: 0 for no effect and ±100 for the full control effect
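THP-1 cells pretreated 1 hr with compounds (up to 57.5 uM final), then stimulated with LPS (250 ng/mL final) plus ATP (1.25 mM final); secreted IL-1B measured by AlphaLISA after 16 hr, decreased signal indicating inhibition.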
GLP1R cytotox = qHTS of GLP-1 Receptor Inverse Agonists: Cytotox Screen; 410,000 compounds, 0.13% hits; Potency, µM (series often up to 38.3 µM), inactives show at the top dose activity change, negative = inhibition, usual class: inhibitors; HEK293 cAMP-luciferase reporter cells, luminescence, 24 h;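 also: loss of luciferase light is scored as toxicity; potency is read from the fitted curve at half-maximal effect; % is scaled to controls: 0 for no effect and ±100 for the full control effect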
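Compound-treated cells are incubated 24 hr at 37 deg C under 5% CO2 after a 12 hour attachment period, then luciferase detection reagent is added and luminescence is measured following 12 min at room temperature; lowered signal indicates toxicity.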
Numbers without * were called inactive; ? = inconclusive; . = no result given; & = joins results of further samples; [ ] = another dose, or the depositor's remark. Unless noted, calls follow the shape of the dose curve; as a rule, active = well fitted curve in the direction sought with a large enough effect; inconclusive = small, poorly fitted or top-dose-only effect, or another doubt; inactive = no such curve, though single readings can be large; an effect the other way counts as inactive or inconclusive.

The opening 7 entries (preview)
SMILES	KB-3-1 cytotox	KB-V1 MDR tox	MCF10A rereplic	HT1080 IDH1KD tx	HT1080-NT tox	DRD3 agonist	SW480 rerep	IL-1B inflam inh	GLP1R cytotox
Cn1c(CN2CCCCC2)nc2cc(NC(=O)c3ccc(Cl)cc3)ccc21	?	?	23µM*	?	?	-1&-23	?	?	0%&-1%
CC(C)OP(=O)(CCP(=O)(OC(C)C)OC(C)C)OC(C)C	13%	2%	-3%	3%	4%	-3	-12%	27	4%
CCN(C(C)=O)c1cnc(C=NNC(N)=S)c2ccccc12	9%	15µM*	4.6µM*	?	-22%	5	10µM*	119	11%
COc1ccc(N2CCN(C(=O)Cn3cnc4sc(C)c(S(=O)(=O)N5CCOCC5)c4c3=O)CC2)cc1	2%	2%	-1%	6%	15%	9	-18%	-3	0%
CCO[C@@H]1OC(C(=O)N2CCOCC2)=C[C@H](C2CCCCC2)[C@H]1CCCO	10%	7%	-4%	-3%	-10%	7	5%	20	-30%
Cc1cc(C)c2c(n1)sc1c(=O)n(Cc3ccccc3Cl)nnc12	5%	-6%	2%	-2%	-2%	3	-8%	14	3%
Cc1csc(NC(=O)c2ccc(OCC3CCCO3)cc2)n1 (stereo not drawn)	8%	13µM*	-6%	0%	-15%	4	-4%	25	2%

All compounds of this part (from the top)
SMILES	KB-3-1 cytotox	KB-V1 MDR tox	MCF10A rereplic	HT1080 IDH1KD tx	HT1080-NT tox	DRD3 agonist	SW480 rerep	IL-1B inflam inh	GLP1R cytotox
Cn1c(CN2CCCCC2)nc2cc(NC(=O)c3ccc(Cl)cc3)ccc21	?	?	23µM*	?	?	-1&-23	?	?	0%&-1%
CC(C)OP(=O)(CCP(=O)(OC(C)C)OC(C)C)OC(C)C	13%	2%	-3%	3%	4%	-3	-12%	27	4%
CCN(C(C)=O)c1cnc(C=NNC(N)=S)c2ccccc12	9%	15µM*	4.6µM*	?	-22%	5	10µM*	119	11%
COc1ccc(N2CCN(C(=O)Cn3cnc4sc(C)c(S(=O)(=O)N5CCOCC5)c4c3=O)CC2)cc1	2%	2%	-1%	6%	15%	9	-18%	-3	0%
CCO[C@@H]1OC(C(=O)N2CCOCC2)=C[C@H](C2CCCCC2)[C@H]1CCCO	10%	7%	-4%	-3%	-10%	7	5%	20	-30%
Cc1cc(C)c2c(n1)sc1c(=O)n(Cc3ccccc3Cl)nnc12	5%	-6%	2%	-2%	-2%	3	-8%	14	3%
Cc1csc(NC(=O)c2ccc(OCC3CCCO3)cc2)n1 (stereo not drawn)	8%	13µM*	-6%	0%	-15%	4	-4%	25	2%
Cc1ccc2cc(CN(C(=O)c3ccco3)c3ccccc3C)c(=O)[nH]c2c1	2%	-27%	1%	-7%	-8%	2	4%	-11	-7%
O=C(Cc1cccs1)N1CCN(c2nc(-c3ccc(Cl)cc3)cs2)CC1	1%	8.2µM*	26%	?	-17%	36*	11%	-62*	2%
Cc1ccc(S(=O)(=O)N2CCCC2C(=O)Nc2ccc(O)cc2)cc1 (stereo not drawn)	11%	15%	3%	5%	1%	4	4%	0	7%
CC(C)C[C@H]1CN([C@@H](CC(C)C)CN2CCCC2CN2C(=S)NC[C@@H]2Cc2ccc(O)cc2)C(=S)N1CCc1ccccc1 (stereo partly drawn)	?	?	-4%	?	-30%	-6	?	-6	-9%
NC(=O)c1c(N)sc2c1CCC2	4%	-15%	-16%	9%	6%	-16	26%	-8	2%

Brought forward from above: 2 compounds, followed by the next part.
SMILES	KB-3-1 cytotox	KB-V1 MDR tox	MCF10A rereplic	HT1080 IDH1KD tx	HT1080-NT tox	DRD3 agonist	SW480 rerep	IL-1B inflam inh	GLP1R cytotox
CC(C)C[C@H]1CN([C@@H](CC(C)C)CN2CCCC2CN2C(=S)NC[C@@H]2Cc2ccc(O)cc2)C(=S)N1CCc1ccccc1 (stereo partly drawn)	?	?	-4%	?	-30%	-6	?	-6	-9%
NC(=O)c1c(N)sc2c1CCC2	4%	-15%	-16%	9%	6%	-16	26%	-8	2%
CC/C(=C\C(=O)c1cccnc1)Nc1ccc(C)c(C)c1	-13%	-7%	-6%	-7%	-1%	1	-5%[9.22 µM]	-7	10%
COc1ccc(OC)c(C(C)NC(=O)C23CC4CC(CC(C4)C2)C3)c1 (stereo not drawn)	?	11%	17%	-9%	-8%	10	-17%	-10	2%
COC(=O)c1ccccc1OS(=O)(=O)N(C)C	-7%	4%	-3%	4%	0%	2	3%	-6	1%
CCCN(Cc1cc2cc(C)ccc2[nH]c1=O)C(=O)c1ccccn1	1%	-19%	?	?	8%	2	?	19	-5%
Cc1ccc(S(=O)(=O)N2CCCC2)cc1C(=O)NCc1ccccn1	20%	23%	-1%	4%	6%	6	-7%	23	3%
CCCCCCn1c(COc2ccccc2F)nnc1SCC(=O)NC1CCS(=O)(=O)C1 (stereo not drawn)	6%	-30%	-3%	5%	-1%	5	-1%	-16	-26%
COc1ccc(C(=O)NCCSC2CCCCC2)cc1	-5%	?	-1%	-4%	4%	-4	1%	-9	3%[1.53 µM]
OCCC1CN(Cc2ccccc2-c2ccco2)CCN1C1CCCC1 (stereo not drawn)	-8%	12%	10%	6%	0%	-9	2%	-3	0%
Cc1ccc(N2C(=O)CSC2c2cccs2)cc1 (stereo not drawn)	-5%	5%	?	3%	7%	12	0%	5	0%
Cc1cc(C)cc(NC(=O)c2cc(Cl)sc2Cl)c1	12%	?	-14%	4%	23%	0	-2%	?	-4%
CCCc1c(-c2ccc(Cl)cc2)ncn1Cc1ccccc1OC	16µM*	18µM*	.	?	?	7	.	-1	-2%
COc1cccc(CNC(=O)CCC2CCCN(C(=O)c3cccc(Cl)c3)C2)c1 (stereo not drawn)	-20%	-8%	2%	2%	-3%	42*	3%	-5	-2%
c1ccc2c(c1)Nc1cc3ccccc3cc1O2	9%	-17%	4%	-3%	19%	-2	12%	0	5%
O=C(CCCC(=O)OCC(=O)c1ccc(F)cc1)Nc1cc(C(F)(F)F)ccc1Cl	4%	2%	4%	3%	5%	-19	1%	11	-9%
COc1ccccc1Nc1nnc(SCC(=O)NC2CC2)s1	-4%	3%	-2%	-1%	-5%	4	-15%	-20	2%
O=C(C1CCCN(Cc2ccccc2[N+](=O)[O-])C1)N1CCCC1 (stereo not drawn)	0%	6%	0%	?	22%	-14	2%	12	17%
COc1cc(S(=O)(=O)N2CCCCCC2)ccc1Cl	-5%	-5%	1%	-1%	0%	-1	-12%[9.22 µM]	2	-11%
Cc1ccc(-c2nc3cc(C)c(Br)c(C)n3c2CC(C)(C)C)cc1	0%	0%	.	-23%	-6%	-8	.	48	0%
CN1CCN(S(=O)(=O)c2ccc(F)cc2)CC1	-1%	-17%	.	-3%	1%	-2	.	-5	-4%
O=C(NCCN1CCN(S(=O)(=O)c2ccc(F)cc2)CC1)C(=O)NCc1ccccc1	4%	2%	-5%	-1%	5%	9	2%	10	-2%
COc1ccc(/C=N/OCC(=O)N2CCCC2)c(OC)c1	6%	-6%	0%	17%	7%	-10	2%	1	-8%[0.307 µM]
O=C(COC(=O)c1cc(S(=O)(=O)N2CCOCC2)ccc1F)NCc1ccc2c(c1)OCO2	-4%	5%	3%	0%	0%	9	-2%	-12	-10%
O=C(Nc1ccc(NC(=O)c2cccs2)cc1)c1ccco1	17%	3%	?	?	?	2	-7%	-19	-13%
O=C(C1CCCCC1)N1C[C@H](n2cc(-c3ccc(F)cc3)nn2)[C@@H](O)C[C@@H]1c1ccc(Cl)cc1	?	?	.	?	?	1	.	-56*	-13%
O=C(Cn1nnc(-c2ccccc2-n2cnnn2)n1)N1CCCCC1	11%	7%	-3%	9%	2%	2	-3%	-4	-4%
NC(=O)CC(NC(=O)Cc1ccc(Cl)cc1)c1ccc(NCCCN2CCCC2=O)c([N+](=O)[O-])c1 (stereo not drawn)	-8%	-10%	-4%	-1%	?	1	1%	8	5%
COc1ccc(NC(=O)CN(C)C2=NS(=O)(=O)c3ccccc32)cc1Cl	-2%	0%	0%	8%	6%	-2	5%	-6	8%
O=C(NCc1cccnc1)NC1(C(F)(F)F)Oc2ccccc2O1	?	-16%	?	-15%	-7%	-1	1%	17	?
O=c1cc(-c2ccco2)nc(SCc2cccc(Cl)c2)[nH]1	-10%	-10%	23%	5%	5%	-7	-1%	2	0%
CCOC(=O)CSc1nnc(-c2ccccc2)c(-c2ccccc2)n1	12%	21%	1%	10%	6%	4	-3%	10	-9%
O=C(CNC(=O)c1ccccc1)NC1(C(=O)NC2CCCCC2)CCCCC1	-5%	-23%	-1%	-6%	-4%	-5	2%	9	-3%
Cc1nc(CCN2C(=O)c3ccccc3C2=O)cs1	2%	-14%	-2%	15%	5%	-6	0%	4	-12%
COc1ccc(C2CC(=O)c3c(C)nc(N4CCN(C=O)CC4)nc3C2)c(OC)c1 (stereo not drawn)	?	?	.	.	.	8	.	.	-3%
Cc1cc(C)c2c3c(sc2n1)C(=O)N(c1ccccc1C)CC(=O)N3	0%	-26%	24%	11%	9%	-5	-46%[inhibitor]	12	?

Source: PubChem
